Screens deposited in PubChem by The Scripps Research Institute Molecular Screening Center.
MITF primary – inhibitors of human MITF. O75030. AlphaScreen MITF homodimerization, bead proximity signal. inhibition, % at 2.6 µM. actives 0.91% (n = 650,000). AID 1259374; in the data active means inhibition above about 50%;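 further: 0% = vehicle wells with protein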
FBW7 act – human FBW7 E3 ligase activation, primary screen. Q969H0. AlphaScreen FBW7–phospho-cyclin E peptide binding, activator screen. normalized activity (activation), % at 26.1 µM. actives 0.13% (n = 650,000); in the data active means normalized activity above about 1.9%;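 further: purified mutant Fbw7 with reduced substrate affinity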
Target sequence (Q969H0 whole entry, looked up): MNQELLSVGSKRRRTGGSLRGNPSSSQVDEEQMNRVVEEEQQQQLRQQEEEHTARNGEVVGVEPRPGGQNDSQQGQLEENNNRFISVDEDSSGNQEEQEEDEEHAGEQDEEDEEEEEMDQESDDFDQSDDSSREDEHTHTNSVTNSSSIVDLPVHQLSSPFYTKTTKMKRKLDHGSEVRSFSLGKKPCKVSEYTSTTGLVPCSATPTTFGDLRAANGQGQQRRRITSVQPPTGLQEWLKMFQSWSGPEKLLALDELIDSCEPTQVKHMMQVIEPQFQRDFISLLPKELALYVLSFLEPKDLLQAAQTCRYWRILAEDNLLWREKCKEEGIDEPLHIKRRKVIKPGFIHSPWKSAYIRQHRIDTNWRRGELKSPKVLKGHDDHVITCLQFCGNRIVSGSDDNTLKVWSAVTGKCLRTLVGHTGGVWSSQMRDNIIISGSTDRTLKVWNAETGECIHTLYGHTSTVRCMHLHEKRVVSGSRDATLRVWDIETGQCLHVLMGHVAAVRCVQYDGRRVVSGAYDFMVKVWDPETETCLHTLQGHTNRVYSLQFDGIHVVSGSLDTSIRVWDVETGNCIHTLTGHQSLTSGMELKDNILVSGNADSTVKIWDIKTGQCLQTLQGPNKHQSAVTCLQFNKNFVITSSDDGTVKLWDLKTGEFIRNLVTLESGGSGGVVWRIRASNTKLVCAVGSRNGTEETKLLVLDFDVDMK
GPR151 activ – activates the human receptor GPR151; PathHunter beta-arrestin GPR151 cells, luminescence; AID 1508602; actives 1% (n = 650,000); Q8TDV0; activation, % at 11.2 µM; in the data active means activation above about 4.9%;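 further: 0% = median of compound wells and 100% = cells with positive control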
Target sequence (Q8TDV0 whole entry, looked up): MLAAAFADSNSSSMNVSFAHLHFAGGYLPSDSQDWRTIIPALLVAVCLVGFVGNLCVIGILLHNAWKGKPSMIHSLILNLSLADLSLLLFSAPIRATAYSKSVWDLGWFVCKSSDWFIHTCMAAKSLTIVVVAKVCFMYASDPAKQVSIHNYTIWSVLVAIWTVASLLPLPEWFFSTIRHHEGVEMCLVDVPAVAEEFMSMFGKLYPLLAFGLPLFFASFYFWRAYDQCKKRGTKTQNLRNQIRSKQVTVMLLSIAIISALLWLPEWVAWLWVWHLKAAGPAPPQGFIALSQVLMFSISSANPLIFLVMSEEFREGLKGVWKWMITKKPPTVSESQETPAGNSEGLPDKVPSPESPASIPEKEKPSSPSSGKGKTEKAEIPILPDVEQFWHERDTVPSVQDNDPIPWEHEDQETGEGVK
TEAD-YAP inh – TEAD-YAP interaction inhibition. HEK-TIYL cells, TEAD-Gal4/YAP UAS-luciferase luminescence. inhibition, % at 9.12 µM. actives 1.4% (n = 640,000). AID 1259422; in the data active means inhibition above about 32%;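 further: 0% = median of test compound wells and 100% = reference inhibitor wells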
* hit, by the source's call. An unsorted share of the library; about 3.4% have a hit in one of these screens.

The first 13 entries as a preview:
Results follow in this order: MITF primary | FBW7 act | GPR151 activ | TEAD-YAP inh
1. COC(=O)C1=CN(c2cccc(C(F)(F)F)c2)C=C(C(=O)OC)C1c1cccs1
 : 0 | 0.1 | -0.1 | -5
2. CC(Sc1ccc(-c2ccc(Cl)cc2)nn1)C(N)=O (centres undefined)
 : 7 | 1.2 | 2.1 | 5
3. O=C1NC(c2ccc([N+](=O)[O-])cc2)Nc2c1sc(=S)n2-c1ccccc1 (centres undefined)
 : -5 | -0.1 | 1.9 | 4
4. CCc1cccc(N2C(=O)Cc3c2nc(N)c2c(N)nc(N(C)C(C)C)c(C#N)c32)c1
 : 24 | -0.2 | -0.4 | 5
5. COc1ccccc1CCN=C(N)NS(=O)(=O)c1cc(F)ccc1F
 : -4 | 0.0 | 1.7 | 2
6. O=C(Oc1cccc(Nc2ncnc3ccccc23)c1)c1cccnc1
 : -12 | 0.0 | -0.4 | 2
7. CCCOc1ccc(C2C(C(=O)OC)=CN(Cc3ccc(F)cc3)C=C2C(=O)OC)cc1OC
 : -16 | 0.2 | -0.2 | -9
8. O=C(NCC1CCCO1)c1ccc([N+](=O)[O-])s1 (centres undefined)
 : 13 | 0.0 | 0.1 | 5
9. CN(C)N1C(N)=C(C#N)C(c2cccs2)C2=C1CCCC2=O (centres undefined)
 : -13 | -0.2 | -1.4 | -3
10. CCOC(=O)c1sc2nc(SCc3ccc(Cl)cc3)n(Cc3cccc(Cl)c3)c(=O)c2c1C
 : 3 | -0.1 | -0.4 | -8
11. COc1ccccc1C(=S)N1CCN(C)CC1
 : 17 | 0.6 | -1.4 | 6
12. COc1ccc(N2CCN(c3ccc(C(=O)O)cc3[N+](=O)[O-])CC2)cc1
 : -13 | -0.1 | -0.4 | 2
13. NC(=O)c1cc(NC(=O)COc2ccccc2Cc2ccccc2)cc(C(N)=O)c1
 : -9 | 0.1 | 0.6 | -3

The whole of this part, previewed entries included:
Results follow in this order: MITF primary | FBW7 act | GPR151 activ | TEAD-YAP inh
1. COC(=O)C1=CN(c2cccc(C(F)(F)F)c2)C=C(C(=O)OC)C1c1cccs1
 : 0 | 0.1 | -0.1 | -5
2. CC(Sc1ccc(-c2ccc(Cl)cc2)nn1)C(N)=O (centres undefined)
 : 7 | 1.2 | 2.1 | 5
3. O=C1NC(c2ccc([N+](=O)[O-])cc2)Nc2c1sc(=S)n2-c1ccccc1 (centres undefined)
 : -5 | -0.1 | 1.9 | 4
4. CCc1cccc(N2C(=O)Cc3c2nc(N)c2c(N)nc(N(C)C(C)C)c(C#N)c32)c1
 : 24 | -0.2 | -0.4 | 5
5. COc1ccccc1CCN=C(N)NS(=O)(=O)c1cc(F)ccc1F
 : -4 | 0.0 | 1.7 | 2
6. O=C(Oc1cccc(Nc2ncnc3ccccc23)c1)c1cccnc1
 : -12 | 0.0 | -0.4 | 2
7. CCCOc1ccc(C2C(C(=O)OC)=CN(Cc3ccc(F)cc3)C=C2C(=O)OC)cc1OC
 : -16 | 0.2 | -0.2 | -9
8. O=C(NCC1CCCO1)c1ccc([N+](=O)[O-])s1 (centres undefined)
 : 13 | 0.0 | 0.1 | 5
9. CN(C)N1C(N)=C(C#N)C(c2cccs2)C2=C1CCCC2=O (centres undefined)
 : -13 | -0.2 | -1.4 | -3
10. CCOC(=O)c1sc2nc(SCc3ccc(Cl)cc3)n(Cc3cccc(Cl)c3)c(=O)c2c1C
 : 3 | -0.1 | -0.4 | -8
11. COc1ccccc1C(=S)N1CCN(C)CC1
 : 17 | 0.6 | -1.4 | 6
12. COc1ccc(N2CCN(c3ccc(C(=O)O)cc3[N+](=O)[O-])CC2)cc1
 : -13 | -0.1 | -0.4 | 2
13. NC(=O)c1cc(NC(=O)COc2ccccc2Cc2ccccc2)cc(C(N)=O)c1
 : -9 | 0.1 | 0.6 | -3
14. CC(C)c1ccc(/C=C2\C(=O)NC(=O)N(c3ccc4c(c3)OCO4)C2=O)cc1
 : 1 | -0.4 | 0.3 | -1
15. CCCCOc1ccc(NC(=O)N(Cc2ccsc2)Cc2ccccn2)cc1
 : 10 | 0.2 | -0.8 | 2
16. COc1ccc2c(c1)c(C(=O)OCCN(C)C)c(C)n2C
 : 6 | 0.0 | 0.8 | 7
17. COc1ccc(CN=Cc2c(O)[nH]c3ccccc23)cc1
 : 10 | -0.1 | 0.5 | -16
18. O=C(c1ccccc1F)n1sc(=O)c2ccccc21
 : 0 | 0.1 | -3.3 | -9
19. O=C(NCc1cc(-c2ccccc2)on1)C1CC(Cc2cccc(F)c2)=NO1 (centres undefined)
 : 12 | 0.1 | 0.2 | -27
20. COc1ccc(CCN(C)C2CCCN(C(=O)CC(F)(F)F)C2)cc1OC (centres undefined)
 : 0 | -0.2 | 2.1 | -3
21. Cc1ccc2cc(/C=N/NC(=O)C(N)=O)c(Cl)nc2c1
 : 5 | 0.0 | -0.9 | -2
22. CCCCN1C2=NCCN2c2cc(C)c(C)cc21
 : 0 | 0.1 | -0.5 | 14
23. N#C/C(=C/c1cc(Br)cc(Br)c1O)C(=O)Nc1ccc(O)cc1
 : -4 | 0.0 | -1.0 | -3
24. CN(C)C(c1ccccc1Cl)c1nnnn1-c1cccc(Cl)c1 (centres undefined)
 : -3 | -0.1 | -0.9 | -2
25. CCOc1cc2c(cc1OCC)C(c1c(F)cccc1Cl)NCC2 (centres undefined)
 : 1 | -0.1 | 0.2 | 8
26. N#CCSc1nnc2sc3ccccc3n12
 : -5 | -0.1 | 5.2* | -9
27. CCSCCOC(=O)C1=C(C)NC(=O)NC1c1ccc(C(C)C)cc1 (centres undefined)
 : -1 | -0.2 | 1.6 | -14
28. Cc1ccc(NC(NC(=O)CC(C)C)(C(F)(F)F)C(F)(F)F)nc1
 : 4 | 0.1 | 0.3 | -1
29. COc1ccc(CCNC(=O)c2ccc3nc(-c4cccs4)sc3c2)cc1
 : 16 | 0.3 | 0.0 | 2
30. O=C(Cc1ccc(F)cc1)NC1CCS(=O)(=O)C1 (centres undefined)
 : 1 | 0.0 | -0.8 | -1
31. CCOc1ccccc1NC(=O)Nc1cccn(Cc2ccc(C)cc2)c1=O
 : 0 | -0.2 | 1.2 | 21
32. COc1cccc(CNC(=O)Cn2c(=O)oc3cc(S(=O)(=O)N4CCCC4)ccc32)c1
 : 4 | 0.3 | -0.8 | 1
33. O=C(N/N=C/c1cccc(O)c1O)c1cc(O)cc(O)c1
 : 61* | -1.1 | -0.6 | 31
34. COc1ccccc1C(=O)NNC(=S)NC(=O)c1cccs1
 : 4 | -0.1 | 1.0 | 0
35. CCn1c(=O)n(CC(=O)Nc2ccccn2)c2cccnc21
 : -1 | -0.1 | -0.3 | 1
36. COc1ccc(C2=CC(c3c(F)cccc3Cl)n3nnnc3N2)cc1 (centres undefined)
 : 3 | -0.1 | 1.0 | -7
37. Cc1c(C(=O)N2CCN(c3ccccc3F)CC2)sc2ncnc(N3CCCCC3C)c12 (centres undefined)
 : 11 | -0.1 | 0.0 | -8
38. Cc1ccc(CCNC(=O)CN2CCN(Cc3ccc(C)cc3)C2=O)cc1
 : -4 | 0.1 | 0.0 | -6
39. O=C1CSC(c2cccc(Cl)c2Cl)N1c1ccccn1 (centres undefined)
 : 5 | -0.1 | -1.8 | -9
40. CSc1nnc(-c2cnccn2)n1-c1ccccc1
 : 17 | 0.0 | -2.6 | -32
41. COc1cc(/C=N/NC(=O)CC(=O)Nc2ccc(Cl)c(Cl)c2)cc(OC)c1OC
 : 8 | 0.2 | 0.2 | 15
42. O=C(CSc1nc(O)cc(=O)[nH]1)c1c[nH]c2ccccc12
 : 23 | 1.0 | 0.9 | -2
43. O=C(Nc1ccccc1C(=O)Nc1ccc(Br)cn1)c1ccccc1Cl
 : 15 | 0.1 | 1.3 | -3
44. CCOC(=O)CC1CCCCN1C(=O)C1CC(Cc2ccccc2)=NO1 (centres undefined)
 : -2 | -0.2 | 0.8 | -6
45. O=C(NCc1cccs1)C1CCN(C(=O)Nc2ccccc2)CC1
 : 1 | 0.0 | -0.9 | 9
46. Nc1ncnc(Nc2ccc(N=Nc3ccccc3)cc2)c1[N+](=O)[O-]
 : 17 | 0.1 | 0.3 | 3
47. O=S(=O)(c1ccccc1)N1N=C(c2ccco2)CC1c1ccccc1F (centres undefined)
 : -7 | 0.1 | -1.3 | -4
48. Cc1cccnc1NCC(O)COc1ccccc1 (centres undefined)
 : 20 | 0.8 | 0.3 | -16
49. CCn1cc(CN(C)S(=O)(=O)c2cccc([N+](=O)[O-])c2)cn1
 : 12 | 0.1 | -1.9 | -2
50. CC(C)Sc1nnc(NC(=O)c2ccco2)s1
 : -6 | -0.1 | -0.8 | -30

The results go on:
Results follow in this order: MITF primary | FBW7 act | GPR151 activ | TEAD-YAP inh
51. Cc1ccccc1OCC(=O)Nc1cccc(N)c1
 : -3 | 0.5 | 0.3 | -74
52. CCOC(=O)C1C(=O)NC(N2CCCCC2)=NC1c1ccco1 (centres undefined)
 : 13 | -0.1 | -0.3 | 10
53. CCC(=O)Nc1ccccc1C(=O)Nc1ccc(C(=O)O)cc1
 : 7 | 0.0 | -0.4 | 3
54. O=C(NNC(=O)c1ccccc1F)c1ccc(C(F)(F)F)cc1
 : 1 | 0.0 | -3.4 | -27
55. Cc1ccc(-c2nnc(-c3ccc(Br)cc3)o2)cc1S(=O)(=O)N1CCOCC1
 : 2 | -0.2 | 2.6 | -6
56. COc1cc(OC)cc(C(=O)Nn2c(C)nc3ccccc3c2=O)c1
 : -2 | -0.1 | 0.9 | 17
57. O=C(Oc1ccc(OC(=O)c2ccccc2)c(C2CCCCC2)c1)c1ccccc1
 : 9 | 0.1 | -0.1 | -1
58. C/C(CC(=O)Nc1ccc(F)cc1)=N\NC(=O)COc1ccccc1C
 : 13 | 0.3 | -0.8 | -4
59. Cc1cc(NC(=O)c2ccccc2[N+](=O)[O-])ccc1Br
 : 9 | -0.1 | 0.0 | -28
60. CC(Cl)(Cl)C(=O)Nc1nc(-c2ccc(Cl)s2)cs1
 : 5 | -0.2 | 3.0 | -36
61. CCOc1ccc2cc(C3CC(c4cccs4)=NN3S(C)(=O)=O)c(Cl)nc2c1 (centres undefined)
 : 5 | 0.1 | 3.4 | -7
62. COC(=O)c1ccc(NC(=O)CCCOc2ccc(OC)cc2)cc1
 : -17 | 0.0 | 2.5 | 4
63. COc1cccc(NC(=O)Cn2nc(C)n3cccc3c2=O)c1
 : -4 | 0.1 | -2.4 | 1
64. N#Cc1cc([N+](=O)[O-])ccc1NCCc1ccccn1
 : 7 | 0.2 | -0.2 | 4
65. COC(=O)C1=C(C)N(C)C(=O)/C1=C\c1ccccc1Cl
 : -5 | -0.3 | -1.6 | 1
66. Cc1cc(=O)n2[nH]c(NCc3ccccc3F)nc2n1
 : 0 | 0.0 | 4.3 | 5
67. CCN(CC)C(=O)C1CC(c2ccc(OC)cc2)=NO1 (centres undefined)
 : -13 | 0.8 | -0.9 | -63
68. O=C(CSc1nnc(NC(=O)C2CC2)s1)Nc1nccs1
 : -14 | 0.2 | 1.4 | 1
69. COCCCNC(=O)CC(NS(=O)(=O)c1ccc(C)cc1)c1ccc(OC)cc1 (centres undefined)
 : 4 | 0.4 | -0.9 | 1
70. N#C/C(=C\c1ccccc1)C(=O)Nc1ccc(S(N)(=O)=O)cc1
 : 2 | 0.0 | 1.3 | -4
71. CS(=O)(=O)c1ccc(C(O)CCN2CCCCC2)cc1 (centres undefined)
 : -8 | 0.0 | 1.2 | -3
72. CCOC(CNC(=O)Cn1c(=O)oc2ccccc21)OCC
 : -4 | -0.1 | -0.8 | 4
73. Cc1c(Cl)cccc1NC(=O)c1ccc(Br)o1
 : 13 | -0.1 | -1.0 | -18
74. Cc1cc(NCCOc2ccccc2)nc(N2CCCC2CO)n1 (centres undefined)
 : 18 | 0.3 | 0.7 | 3
75. CCOc1ccc(NC(=O)CSc2nc(NCc3ccc(OC)cc3)c3ccccc3n2)cc1
 : 1 | -0.1 | -1.7 | 17
76. COc1cc(OC)c(NC(=O)c2csc(C)c2)cc1Cl
 : 14 | 0.1 | 2.3 | -2
77. CCOc1ccc(NC(=O)C(=O)NCCN2CCN(S(C)(=O)=O)CC2)cc1
 : 6 | 0.1 | 0.0 | -6
78. CCOC(=O)c1c(CC(C)C)csc1NC(=O)c1ccc(Br)cc1
 : -2 | 0.0 | 1.8 | -4
79. COc1ccc(C(=O)NCCc2nnc3n2CCN(Cc2ccc(C)c(C)c2)CC3)cc1
 : -10 | 0.0 | -0.5 | 2
80. CSc1ccc(CC(=O)NCC2CCC3(CCN(Cc4ccccn4)CC3)O2)cc1 (centres undefined)
 : 69* | -0.1 | -0.1 | 6
81. Cc1cccc2sc(NS(=O)(=O)c3ccccc3[N+](=O)[O-])nc12
 : 17 | 0.3 | -1.8 | -3
82. COc1ccccc1-c1nc(CSc2nc(C)c(Cc3ccccc3)c(=O)[nH]2)c(C)o1
 : 1 | -0.1 | 0.4 | -1
83. COc1ccc(C2/C(=C(/O)c3ccccc3)C(=O)C(=O)N2CCC(=O)O)cc1 (centres undefined)
 : -13 | -0.3 | 0.9 | -3
84. Cc1cccc(C)c1N(CC(=O)NC(C)c1ccccc1)S(C)(=O)=O (centres undefined)
 : 16 | 0.3 | 0.5 | 5
85. C/C(=C\C(=O)c1ccccc1)NNC(=O)c1ccccc1[N+](=O)[O-]
 : -10 | -0.2 | 0.5 | 2
86. COc1ccc(-n2nnc3c(=O)n(CC(=O)N4CCCCCC4)cnc32)cc1OC
 : 14 | 0.7 | -1.1 | 10
87. CC(=O)O[C@]1(C(C)=O)CCC2C3C=C(Cl)C4=CC(=O)CC[C@]4(C)C3CC[C@@]21C (some centres undefined)
 : 23 | 0.3 | -0.3 | -1
88. Cc1ccc(NC(=O)CC2SCC(C(=O)O)NC2=O)c([N+](=O)[O-])c1 (centres undefined)
 : 4 | -0.1 | 0.2 | -6
